# Screening results as filed in PubChem.
# S3 lipid droplet: qHTS Assay for Lipid Storage Modulators in Drosophila S3 Cells; Drosophila S3 cells, BODIPY lipid droplet fluorescence, 18-24 h; cells fed with added oleic acid; AID 2685; hit rate 0.64% among 320,000; Potency in µM for hits, for the others lipid storage change, negative = inhibition, % at the top dose, mostly 46.1 µM; active = well fitted inhibition curve with a large enough effect in the signal ratio, with a control signal flat, not every such curve was filed as active; inconclusive = small, poorly fitted or top-dose-only effect, or effect the other way, or a change in a side signal; the % refers to the signal ratio
#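 Drosophila S3 cells got compounds at several concentrations plus oleic acid (400 uM solution). Laser-scanning cytometry with 488 nm excitation read lipid droplets at 500-530 nm and cells at 575-640 nm. Percent activity was relative to 20 uM Triacsin C.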
# S3 lipid droplet cell count max: further read-out of S3 lipid droplet, marked with its call; cell number change, %; measured here: cell count max response;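 cells counted by Cell Tracker Red CMTPX staining in the red channel; peak over a dose series mostly up to 46.1 µM; percent activity relative to internal control wells on each plate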
# * = called active by the depositor; i = inactive; ? = inconclusive; nt = no result given. % is scaled to controls: 0 for no effect and ±100 for the full control effect; potency is read from the fitted curve at half-maximal effect. An excerpt. The share of hits here may be higher or lower than overall.
SMILES,S3 lipid droplet,S3 lipid droplet cell count max
CCC(C)NC(=O)c1cn(C)c(=O)c2cc(OC)c(OC)cc12 (stereo unspecified),-8%,-7
COCCN(Cc1cc2cc3c(cc2nc1Cl)OCO3)C(=O)c1cccc(C)c1,?,nt
Cc1ccc2nsnc2c1N(S(C)(=O)=O)S(C)(=O)=O,?,nt
N#CC1=C(N)Oc2c(ccc3ccccc23)C1c1cccs1 (stereo unspecified),?,nt
COc1ccc(-c2csc(N(C)C(=O)c3ccco3)n2)cc1,?,nt
COc1ccc(Nc2nnc(SCC(=O)c3cc(C)n(CC4CCCO4)c3C)s2)cc1 (stereo unspecified),?,nt
COc1ccc(C(=O)N/N=C/c2ccc(SC)cc2)cc1,?,nt
Cc1nc2ccccc2c2oc(C(=O)NCCCN3CCCC3=O)cc12,25%,8
CCOC(=O)N1CCN(CC(=O)Nc2cc(OC)c(OC)cc2C#N)CC1,?,nt
CCSc1nc(O)c(C(c2cccc(OC)c2)c2c(O)nc(SCC)[nH]c2=O)c(=O)[nH]1,?,nt
CC(C)(C)c1ccc(C(=O)N/N=C2\C3CN4CCN(C3)CC2(c2ccccc2)C4)cc1,23%,8
CC(C)CN(CC(C)C)C(=O)CN1c2cccc3cccc(c23)S1(=O)=O,?,nt

# Some of the entries so far, bar-delimited:
structure | S3 lipid droplet | S3 lipid droplet cell count max
Cc1nc2ccccc2c2oc(C(=O)NCCCN3CCCC3=O)cc12 | 25% | 8
CC(C)CN(CC(C)C)C(=O)CN1c2cccc3cccc(c23)S1(=O)=O | ? | nt
CC(C)(C)c1ccc(C(=O)N/N=C2\C3CN4CCN(C3)CC2(c2ccccc2)C4)cc1 | 23% | 8
CCOC(=O)N1CCN(CC(=O)Nc2cc(OC)c(OC)cc2C#N)CC1 | ? | nt
N#CC1=C(N)Oc2c(ccc3ccccc23)C1c1cccs1 (stereo unspecified) | ? | nt
COCCN(Cc1cc2cc3c(cc2nc1Cl)OCO3)C(=O)c1cccc(C)c1 | ? | nt
Cc1ccc2nsnc2c1N(S(C)(=O)=O)S(C)(=O)=O | ? | nt

# Next section
SMILES,S3 lipid droplet,S3 lipid droplet cell count max
O=S(=O)(CCCc1ccccc1)c1ncn[nH]1,7%,3
Cc1oc(-c2cccc(Br)c2)[n+]([O-])c1C,1%,-8
CC1(C)Cc2ccccc2-c2nnc(SCc3ccc(C#N)cc3)n21,?,nt
O=C(COc1ccc(Cl)cc1)Nc1cc2c3c(c1)CC(=O)N3CCC2,?,nt
C=CCCC(=O)NC1CCCc2c1cnn2-c1ccccc1F (stereo unspecified),?,nt
Cc1nnc(SCC(=O)NC2CCCc3c2cnn3-c2ccccc2F)o1 (stereo unspecified),?,nt
COC(=O)c1ccc(NC(=O)C(=O)c2cn(CC(=O)N3CCOCC3)c3ccccc23)cc1,i,4
O=C(O)c1sccc1S(=O)(=O)N1CCOCC1,?,nt
O=C(Nc1ccncc1)c1ccc(Br)cc1,?,nt
CC(=O)N1CCCN(C(=O)c2ccc3nc(Cc4cccc(Cl)c4)oc3c2)CC1,-6%,nt
CC1CC(C)(C)CC2(C1)NC(=O)N(CC(=O)N1CCN(S(=O)(=O)c3cccs3)CC1)C2=O (stereo unspecified),?,nt
O=C(N/N=C\c1cccc(Br)c1)c1ccccc1-n1cccc1,?,nt

# Entries of single compounds as entered above.
# O=C(Nc1ccncc1)c1ccc(Br)cc1 is entered as S3 lipid droplet: ?; S3 lipid droplet cell count max: nt
# CC1(C)Cc2ccccc2-c2nnc(SCc3ccc(C#N)cc3)n21 is entered as S3 lipid droplet: ?; S3 lipid droplet cell count max: nt
# Cc1oc(-c2cccc(Br)c2)[n+]([O-])c1C is entered as S3 lipid droplet: 1%; S3 lipid droplet cell count max: -8

# Next part.
SMILES,S3 lipid droplet,S3 lipid droplet cell count max
NC(=O)c1ccc(-c2nnn(CC(=O)Nc3cccc(S(=O)(=O)N4CCCC4)c3)n2)cc1,?,nt
CCc1c(C)sc(NC(=S)N2CCN(CC)CC2)c1C(=O)OC,-11%,-4
COc1ccccc1CN1CC(C(=O)NCc2nc3ccccc3n2C)CCC1=O (stereo unspecified),?,nt
CCNc1c(NCC)c(=O)c1=O,-5%,19
O=C(C1=C[C@H](C2CC2)C[C@H](OCCCCO)O1)N1CCN(Cc2ccccc2)CC1,-12%,-4
CCOC(=O)Cc1csc(NC(=O)c2c(-c3ccccc3)noc2C)n1,i,17
O=C(Nc1ccccc1C(=O)O)c1cccc(NC(=O)c2ccccc2Cl)c1,?,nt
O=C(O)c1cc(NC(=O)C2CCCO2)cc(NC(=O)C2CCCO2)c1 (stereo unspecified),-12%,-1
N#Cc1cc2ccccc2nc1SCc1cccnc1,?,nt
COc1ccccc1OCCNC(=O)CCC(=O)N1CCOCC1,?,nt
O=C(CNS(=O)(=O)c1ccc(Br)s1)N1CCCC1,?,nt
O=C(COc1cc(F)ccc1[N+](=O)[O-])Nc1ccc(N2CCCCC2)cc1,11%,7
C=CCn1c(CCNC(=O)c2ccccc2F)nnc1SCc1nc2ccccc2c(=O)[nH]1,?,nt
Nn1c(Cc2ccc(Br)cc2)n[nH]c1=S,?,nt
O=C(O)CC/C(=N/NC(=O)c1cn(-c2ccccc2)nc1-c1ccccc1)C(=O)O,23%,nt
O=S(=O)(NC1CC2CCC1C2)c1ccc2c(c1)OCCO2 (stereo unspecified),-4%,-19
COc1cccc(CN2CCC(C(=O)Nc3ccc(-c4cccc(C)c4)cc3)CC2)c1O,?,nt
CS(=O)(=O)N1CCN(C(=O)Cc2ccccc2)CC1,?,nt
CCOC(=O)CC1=NN(c2ccccc2)C(=O)/C1=C\c1ccc(OC)cc1OC,-10%,5
CC(=O)c1ccc(N2CCN(C(=O)COc3ccc4c(c3)CCC4)CC2)cc1,-18%,nt
COc1ccc(C2=NN(C(=O)CCC(=O)O)C(c3ccc(OC)c(OC)c3)C2)cc1 (stereo unspecified),?,nt
CCOC(=O)c1ccccc1-c1csc(N)n1,?,nt
CCCCN(CCCC)Cc1ccc(C(=O)NN)o1,-6%,0
COc1ccccc1OCCn1cc(/C=C(\C#N)C(=O)NCc2ccco2)c2ccccc21,?,nt
O=C(NCCNc1nccc(C(F)(F)F)n1)c1cccc(C(F)(F)F)c1,1%,9
CC(C)(C)OC(=O)NC(Cc1ccccc1)C(=O)O (stereo unspecified),-4%,-3
O=C(CNc1cccc2ccccc12)N/N=C/c1ccc([N+](=O)[O-])o1,16µM*,-26*
COc1cccc(Oc2cn[nH]c2-c2ccc(OCC(=O)NN)cc2O)c1,18%,1
CCCN1C2CCCC1CC(NC(=O)NC1CCCCC1)C2 (stereo unspecified),-17%,-3
O=C(COc1ccccc1)Nc1ccc(-c2nnc(-c3ccco3)o2)cc1,11%,-1
NNC(=O)c1ccc(Cn2cccn2)o1,-5%,1
CCOC(=O)c1c(C)n(C)c2ccc(O)c(S(=O)(=O)c3ccccc3)c12,i,nt
CC1=CC2=NC(=O)CC(C)(C(=O)N(CC(=O)NC(C)(C)C)Cc3cccs3)N2C=C1 (stereo unspecified),6%,12
CCOC(=O)COc1cccc2c(=O)n(CC(N)=O)ccc12,8%,2
FC(F)(F)c1cccc(/C=N/NC(=S)NC2CCCCC2)c1,?,nt
O=C(N/N=C/c1ccc2nccnc2c1)c1ccccc1O,?,nt
Cc1cc(C(=O)CSc2nc3ccccc3n2CCC#N)c(C)n1Cc1cccs1,?,nt
CCOc1cc(C(c2c(C)[nH][nH]c2=O)c2c(C)[nH][nH]c2=O)ccc1OC(=O)c1cccc([N+](=O)[O-])c1,?,nt
COc1ccc(S(=O)(=O)N2CCCC2)cc1C(=O)N1CCOCC1,0%,19
Cc1cc(NC(=O)CSCC(=O)OC(C)C(=O)N(C)Cc2ccccc2)no1 (stereo unspecified),-7%,-19
Cc1ccc(-c2nnc(N(C)C(=O)c3ccncc3)s2)cn1,0%,5
O=C(CCCN1C(=O)/C(=C/c2ccco2)SC1=S)Nc1cccc(C(=O)O)c1,6%,-12
Clc1ccc(-c2nc3n(n2)Cc2ccccc2-3)cc1,3%,17
CCc1nnc(NS(=O)(=O)c2ccc(N/C=C\C(=O)c3ccc(C)cc3)cc2)s1,?,nt
CC(=O)c1c(N2CCCCC2)nc(=S)n(Cc2ccccc2)c1C,-28%,-10
Cc1cc(-c2nnc(SCC(=O)Nc3ccccc3F)n2N)n[nH]1,i,26
Cc1cc(NC(=O)Cc2ccccc2C)no1,16%,1
O=C(Cc1ccc2c(c1)OCCO2)N/N=C/c1ccco1,?,nt
COc1ccc(C(=O)N(C)CC(O)c2ccccc2)cc1OC1CCN(C(C)=O)CC1 (stereo unspecified),?,nt
O=C(NCC(O)c1ccccc1)Nc1cccs1 (stereo unspecified),2%,12
CC(C)(C)NC(=O)CN(C(=O)CNC(=O)c1cccs1)c1ccccc1F,?,nt
CCOc1ccc(N=CC2=C(O)CC(C)(C)CC2=O)cc1,7%,-1
COc1ccc2[nH]cc(S(=O)(=O)c3ccc(C)cc3)c2c1,-6%,-1
CC1CCN(C(=O)CSc2nc3ccccc3[nH]2)CC1,?,nt
O=C(CSc1nc2ccccc2o1)Nc1cc(C(F)(F)F)ccc1N1CCOCC1,i,nt
COc1ccc(C(=O)Nc2ccc3c(c2)OCO3)cc1OC,?,nt
COCCNC(=O)CCCCCNS(=O)(=O)c1ccc(C)cc1,?,nt
C/C(=N\OCc1cccc(C(=O)O)c1)c1ccc(Cl)cc1,-3%,12
CCOC(=O)c1c(C)[nH]c(C(=O)OCc2ccc(F)cc2)c1C,?,nt
COc1ccc(S(=O)(=O)N(CCc2ccccc2)CC(=O)O)cc1,?,nt

# The list continues.
SMILES,S3 lipid droplet,S3 lipid droplet cell count max
CC(N=C(NS(=O)(=O)c1ccc(Cl)cc1)c1ccccc1)C(=O)O (stereo unspecified),?,nt
COc1cc(NC(=O)C2CC(c3ccc(Cl)cc3)=NO2)cc(OC)c1OC (stereo unspecified),i,3
Cc1c(C(=O)NCc2nnc(-c3ccccc3)o2)oc2c(F)cccc12,?,nt
COc1ccccc1NC(=O)C(C)OC(=O)/C=C/c1ccc2ccccc2n1 (stereo unspecified),?,nt
COc1ccc(CNC(=O)C2CCC(CNS(=O)(=O)c3cccs3)CC2)cc1 (stereo unspecified),?,nt
CC(C)(CN1CCN(Cc2ccccc2)CC1)NS(=O)(=O)c1ccc(Cl)cc1,-3%,6
CC(=O)c1sc(NC(=O)C(C)Oc2ccc3c(C)cc(=O)oc3c2)nc1C (stereo unspecified),?,nt
Cc1ccc(S(=O)(=O)N2[C@@H](c3cccc(Cl)c3)C(C(=O)O)=CC[C@H]2c2cccc(C)c2)cc1,?,nt
CCOc1ccc(CO/N=C/c2c(C)[nH]c(=O)[nH]c2=O)cc1,-2%,4
COc1ccc(CSCC(=O)NN=C2CCN(C)CC2)cc1,?,nt
COc1ccccc1NC(=O)C1CCCN(S(=O)(=O)c2cccc3nsnc23)C1 (stereo unspecified),?,nt
CCCn1c(O)c(N=NC(=O)c2cccnc2)c2cc(Br)ccc21,4%,10
Cc1ccc(OCC(=O)Nc2ccc(N3CCN(S(C)(=O)=O)CC3)cc2)cc1,i,18
CCOc1cc(C(=O)N/N=C/c2ccsc2)cc(OCC)c1OCC,?,nt
O=C(NCC1CCCCC1)c1ccc(=O)[nH]c1,i,9
Cc1c(C(=O)N2CCCC2)oc2c1-c1nn(CC(=O)NCCCN3CCCCC3C)cc1CC2 (stereo unspecified),i,-25
CC(=O)Nc1ccc(N2C(=O)CC(N3CCSCC3)C2=O)cc1 (stereo unspecified),-14%,7
CCN(CC)C(=O)Cn1cc(S(=O)(=O)CC(=O)Nc2cc(OC)ccc2OC)c2ccccc21,?,nt
Cc1csc(NC(=O)CSc2nnc(NC(=O)C3CC(=O)N(c4ccccc4)C3)s2)n1 (stereo unspecified),?,nt
CC(=O)C1=C(O)C(=O)N(Cc2cccnc2)C1c1ccccc1 (stereo unspecified),0%,5
O=C(Nc1ccc(N2CCOCC2)cc1)c1ccc([N+](=O)[O-])cc1,-4%,nt
Cc1cc(OCC(=O)NC2CC2)c2c(C)cc(=O)oc2c1,?,nt
CN(C)CCn1c2c(c(SCC(=O)Nc3ccccc3)nc1=O)CCCC2,9%,4
O=C(CCc1ccccc1)NNC(=S)Nc1ccc(F)cc1,-2%,8
O=C(Nc1cccc(S(=O)(=O)N2CCCC2)c1)c1cccc(S(=O)(=O)N2CCOCC2)c1,1.8µM*,-9.7*
O=C(COC(=O)c1c(F)cccc1Cl)NC(=O)Nc1ccc2c(c1)OCCO2,?,nt
COc1ccc(OC)c(-c2cc(C(=O)NCc3ccco3)no2)c1,?,nt
Cc1ccc(SCC(=O)NCCSC(C)(C)C)cc1,?,nt
COc1cccc(OC)c1NC(=O)CN1CCN(C)CC1,?,nt
O=C(CNC1CCCCC1)Nc1cc(S(=O)(=O)N2CCOCC2)ccc1Cl,?,nt
Nc1cc(=O)[nH]c(SCC(=O)Nc2cc(S(=O)(=O)N3CCOCC3)ccc2Cl)n1,7%,27
CC(C)(C)S(=O)(=O)c1cnc(-c2ccc(Cl)cc2)nc1N,7%,11

# Pulled by compound from the entries so far:
SMILES,S3 lipid droplet,S3 lipid droplet cell count max
O=C(Nc1cccc(S(=O)(=O)N2CCCC2)c1)c1cccc(S(=O)(=O)N2CCOCC2)c1,1.8µM*,-9.7*
COc1cccc(OC)c1NC(=O)CN1CCN(C)CC1,?,nt
O=C(CNC1CCCCC1)Nc1cc(S(=O)(=O)N2CCOCC2)ccc1Cl,?,nt
